DRD3 agonist = agonists of human D3 dopamine receptor; P35462; D3R DiscoveRx beta-arrestin cells, luminescence, 90 min; max activation, %; 410,000 tested, 0.58% active; AID 652048; in the data active means max activation above about 30%; further: 0% is about no effect; mostly tested at two doses, the higher about 12 µM
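Agonist mode: compounds and dopamine controls were applied to plated cells for 90 min at 37 degrees C after an overnight attachment at 1500 cells/well. Luminescent read-out followed 30 - 60 minutes at room temperature with DiscoveRx detection reagent.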
EPAC2 ag = EPAC2 (human) agonism; Q8WZA2; EPAC2 activation, biochemical qHTS; response scale: 100% = 6.5 mM cAMP response; Potency, µM (titrated, usually from 154 µM), without a hit: at the top dose activation, usual class: activators; 360,000 tested, 0.079% active; AID 720711; further: potency means the concentration at half of the fitted maximal effect; nearly all actives have a fitted effect of over 50% in size
Target sequence (Q8WZA2 whole entry, looked up): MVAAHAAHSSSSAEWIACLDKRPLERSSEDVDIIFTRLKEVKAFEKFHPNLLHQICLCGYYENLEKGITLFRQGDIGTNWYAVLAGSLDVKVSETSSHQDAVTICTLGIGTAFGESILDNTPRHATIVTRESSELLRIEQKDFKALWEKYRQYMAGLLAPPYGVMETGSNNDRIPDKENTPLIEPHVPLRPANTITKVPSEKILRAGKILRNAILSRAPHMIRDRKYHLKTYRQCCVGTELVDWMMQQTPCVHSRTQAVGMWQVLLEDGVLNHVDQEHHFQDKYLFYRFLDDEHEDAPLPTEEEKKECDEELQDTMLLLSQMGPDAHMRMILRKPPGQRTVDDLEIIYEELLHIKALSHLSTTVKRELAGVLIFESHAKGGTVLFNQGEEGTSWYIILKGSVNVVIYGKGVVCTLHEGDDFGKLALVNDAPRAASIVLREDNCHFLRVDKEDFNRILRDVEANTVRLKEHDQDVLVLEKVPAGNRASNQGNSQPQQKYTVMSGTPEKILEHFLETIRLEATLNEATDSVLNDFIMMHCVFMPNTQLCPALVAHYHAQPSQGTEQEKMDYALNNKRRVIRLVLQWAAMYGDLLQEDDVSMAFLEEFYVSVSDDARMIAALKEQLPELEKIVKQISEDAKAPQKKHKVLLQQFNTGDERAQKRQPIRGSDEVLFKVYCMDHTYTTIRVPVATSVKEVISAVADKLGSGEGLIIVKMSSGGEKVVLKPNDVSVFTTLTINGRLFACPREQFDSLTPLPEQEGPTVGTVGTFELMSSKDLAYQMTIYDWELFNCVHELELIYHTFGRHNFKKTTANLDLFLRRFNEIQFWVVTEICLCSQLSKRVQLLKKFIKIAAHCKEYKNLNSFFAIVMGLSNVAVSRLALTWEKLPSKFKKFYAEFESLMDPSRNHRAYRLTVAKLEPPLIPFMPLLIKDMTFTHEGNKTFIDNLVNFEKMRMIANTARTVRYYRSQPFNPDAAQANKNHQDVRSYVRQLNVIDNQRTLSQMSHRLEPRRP
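Setup: EPAC2 100 nM, labeled Rap1B complex 250 nM, free GDP 50 uM. Compound titrations pinned in, brief spin, 5 min room temperature incubation. Kinetic fluorescence read over 30 min, normalized to 6.5 mM cAMP.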
TDP43 rescue = rescues yeast growth from TDP-43 toxicity | Potency, µM (series often up to 46.1 µM), inactives show at the highest dose growth rescue (activation), most hits filed as activators | TDP-43 expressing yeast growth rescue, BacTiter-Glo, 24 h | 410,000 tested, 1.8% active; further: potency means the concentration at half of the fitted maximal effect; % of control where 0% means no effect; nearly all actives have a fitted effect of over 50% in size
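In this qHTS, compounds that restore growth of yeast expressing TDP-43 appear as activators. Cells (OD600=0.02, galactose medium, raffinose-pregrown) are incubated with compound 24 hr at 30 deg C and growth is quantified by BacTiter-Glo.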
EPAC2 antag = EPAC2 (human) antagonism; Q8WZA2; EPAC2 GEF exchange of Rap1B-BODIPY-GDP, fluorescence; Potency, µM (highest dose often 114 µM), for the others: at the top dose activity, negative = inhibition, usual class: inhibitors; 360,000 tested, 0.18% active; AID 720708; further: potency means the concentration at half of the fitted maximal effect; on the % scale 0 is the no-effect control and ±100 the full control effect; nearly all actives have a fitted effect of over 45% in size; many of its hits are not listed in these tables
FUS yeast rescue = FUS proteinopathy suppression in yeast. S. cerevisiae FUS-expressing, growth rescue, OD600, 24 h. 390,000 tested, 0.24% active. Potency, µM (titrated, usually from 76.6 µM), without a hit: top-dose growth rescue (activation), usual class: activators. AID 1347120;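 further: potency means the concentration at half of the fitted maximal effect; plate controls were DMSO vehicle for no effect and reference control for full effect; nearly all actives have a fitted effect of over 55% in size; some results filed as inactive show a strong effect at the top dose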
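Yeast FUS proteinopathy model; galactose-induced FUS (2%), starting OD 0.005. Cpds in dilution series, 24hr, 30C, 99% humidity. Abs 600 nm growth. Pos ctrl CP55940 (top 92uM final); neg ctrl DMSO.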
Abeta yeast res = restores growth of yeast expressing A-beta42 peptide | Potency, µM (highest dose often 46.1 µM), for the others: top-dose growth rescue, most hits filed as activators | yeast expressing A-beta42, growth rescue, OD600, 48 h; response scale: 0% DMSO, 100% iron-clioquinol control | AID 1347071 | 410,000 tested, 0.063% active; further: potency means the concentration at half of the fitted maximal effect; nearly all actives have a fitted effect of over 55% in size
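Yeast A-beta toxicity model in growth medium with pinned compounds, 48 h at 30 C; growth read as absorbance at 600 nm. Normalized to FeCl3/clioquinol equimolar mix (positive) and DMSO (negative).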
DRD3 antagonist = antagonists of human D3 dopamine receptor; D3R cells, DiscoveRx beta-arrestin luminescence, antagonist mode; stronger effect = lower value; max response, negative = inhibition, %; 360,000 tested, 2.5% active; AID 652054; in the data active means max response below about -50%; inconclusive means no clear call, values can overlap the other calls; further: on the % scale 0 is the no-effect control and ±100 the full control effect; mostly tested at two doses, the higher about 12 µM
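Cells plated overnight at 1500 cells/well, then exposed to library compounds with dopamine controls for 90 minutes at 37 degrees C. DiscoveRx reagent added for 30–60 minutes at room temperature; luminescence read, quantitative HTS format.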
aSyn yeast inh = rescues yeast growth from alpha-synuclein toxicity; Yeast expressing alpha-synuclein, growth rescue, BacTiter-Glo, 24 h; Potency, µM (doses to about 46.1 µM), inactives show at the top dose growth rescue (activation), actives largely listed as activators; 370,000 tested, 0.14% active; further: potency means the concentration at half of the fitted maximal effect; % of control where 0% means no effect; nearly all actives have a fitted effect of over 65% in size
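Rescue of yeast growth: cells expressing toxic alpha-synuclein, induced in galactose at OD600 0.02, incubated with compound 24 h at 30 C. ATP luminescence quantified growth; inhibitors of toxicity appear as activators.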
* hit, by the source's call; ? = inconclusive; . = no result given; [ ] = another dose, or the depositor's remark. Unless noted, the call rests on the fitted dose curve; in most records, active means well fitted curve in the direction sought with a large enough effect; inconclusive means small, poorly fitted or top-dose-only effect, or another doubt; inactive means no such curve, though single readings can be large; an effect the other way counts as inactive or inconclusive. Not all compounds are listed (hit frequency here may not be typical).

SMILES	TDP43 rescue	EPAC2 antag	DRD3 antagonist	Abeta yeast res	EPAC2 ag	aSyn yeast inh	DRD3 agonist	FUS yeast rescue
CCCCN(Cc1cc2ccccc2[nH]c1=O)S(C)(=O)=O	-5%	-2%	13	-3%	-2%	2%	6	18%
N#Cc1ccc(C(=O)Nc2ccc(Cl)c(-c3nc4cc(Cl)ccc4o3)c2)c(F)c1	27%	.	.	9%	.	.	-1	-8%
N#Cc1ccc(CSc2nnc3[nH]c(=O)cc(N)n23)cc1	-15%	-8%	-5	10%	10%	-10%	-3	18%
Cc1ccc(-n2c(-c3cnccn3)n[nH]c2=S)c(Br)c1	.	0%	23	-8%	1%	9%	10	10%
O=[N+]([O-])c1ccccc1N/N=C/c1ccccc1	-2%	-4%	20	-8%	3%	3%	-7	-23%
O=C(COc1ccccc1Cl)N1CCN(c2ccccn2)CC1	-2%	16%	-19	-4%	10%	-2%	-6	3%
Cc1nn(Cc2ccccc2Cl)c(C)c1C(=O)N(C)CC(=O)Nc1cccc(F)c1	9%	-1%	-1	-7%	-1%	2%	1	6%
COc1ccc(-n2c(C)cc(C(=O)CSc3nn4c(=O)c(C(C)(C)C)nnc4s3)c2C)cc1	19%	5%	18	5%	-10%	-4%	-4	?
Cc1ccc(C(=O)N/N=C\c2ccc([N+](=O)[O-])o2)cn1	-2%[1.82 µM]	-6%	-10	0%	4%	0%	6	8%
CCNS(=O)(=O)c1ccc(NC(=O)c2ccccc2OCC)cc1	-19%	12%	20	6%	-3%	-19%	19	5%
O=C(CCC1CCN(C(=O)c2cncs2)CC1)Nc1ccccc1	10%	-5%	-14	20%	-3%	2%	-2	-9%
CCOc1c2ccccc2nn1CCOC	-15%	-5%	1	-14%	7%	-1%	-18	-12%
CC(C)(C)OC(=O)N1CCC(c2c(C(=O)NCc3ccco3)cnn2-c2ccc(F)cc2F)CC1	24%	.	.	14%	.	.	1	35%
COC(=O)c1ccc2c(=O)n(CC3CCCO3)c(SCC(=O)Nc3ccc(OC)cc3OC)nc2c1 (stereo unspecified)	-2%	-1%	1	0%	-7%	0%	10	-5%
CN(c1ccccc1)S(=O)(=O)c1cccc(NC(=O)CCNC(=O)c2ccccc2)c1	12%	-20%	1	-3%	15%	-17%	0	36%
Cn1cnnc1SCCC(=O)Nc1ccccc1	20%	0%	-9	5%	9%	0%	3	2%
CC(=O)c1ccc(N(C(=O)c2ccco2)C(C(=O)NC2CCCC2)c2cccs2)cc1 (stereo unspecified)	-6%	-10%	-6	-5%	6%	10%	2	-20%
COc1ccc(Cc2nc3ccc(C(=O)NCC4COCCO4)cc3o2)cc1 (stereo unspecified)	-11%	0%	0	-10%	12%	-9%	-2	.
COc1ccc(CNC(=O)CSCc2c(F)cccc2Cl)cc1	25%	-14%	-10	-7%	3%	4%	-10	-3%
COc1cc(C(=O)OCC(=O)N2CCCC2=O)cc(OC)c1C	24%	-9%	1	7%	1%	?	5	-9%
Cc1nc2ccc(F)cc2cc1C(=O)NCc1ccco1	8%	13%	-30	-8%	4%	-6%	-2	13%
CCC1CCCCN1CCCNS(=O)(=O)c1ccc2c(c1)oc(=O)n2C (stereo unspecified)	-3%	2%	8	3%	7%	0%	0	-10%
COc1ccc(C(=O)N2CCN(c3nc4c(C)c(Cl)ccc4s3)CC2)c(OC)c1	?	.	.	16%	.	.	34*	3%
O=C(c1ccccc1)c1cc([N+](=O)[O-])ccc1N1CCCC1	?	-6%	4	-1%	9%	0%	9	.
CC(=O)Oc1ccc2occ(/C=N/c3cc(=O)[nH]c(=S)[nH]3)c(=O)c2c1	-4%	2%	?	8%	7%	-5%	-3	14%
COc1cc(OC)cc(-c2c(Sc3ccccc3)c3cc(-c4ccc(OC)c(F)c4)ccc3n2C)c1	-13%	7%	-15	-11%	-8%	-5%	-4	8%
S=c1[nH]c2ccccc2o1	10%	15%	-19	11%	8%	-12%	0	-12%
COc1ccc(NC(=O)c2cccnc2Nc2ccccc2)cc1	1%	-4%	-3	10%	10%	-9%	11	6%
Cc1ccc(C(=O)NNC(=O)c2cccc(Br)c2)cc1	.	-7%	0	1%	3%	-1%	-9	13%
CCOc1ccccc1NC(=O)CSc1nnc(-c2ccccc2Cl)n1Cc1ccco1	2%	-16%	36	-9%	?	2%	0	12%
Fc1cnc(N/N=C/c2ccc(-c3ccc(Br)cc3)o2)nc1N1CCOCC1	-2%[1.82 µM]	-12%	18	-4%	0%	1%	14	5%
Cc1cccc(N(C)C(=O)c2coc(=O)c3ccccc23)c1	15%	4%	2	-20%	11%	-2%	1	7%

Among those listed so far, these contain a cyano group:
SMILES	TDP43 rescue	EPAC2 antag	DRD3 antagonist	Abeta yeast res	EPAC2 ag	aSyn yeast inh	DRD3 agonist	FUS yeast rescue
N#Cc1ccc(C(=O)Nc2ccc(Cl)c(-c3nc4cc(Cl)ccc4o3)c2)c(F)c1	27%	.	.	9%	.	.	-1	-8%
N#Cc1ccc(CSc2nnc3[nH]c(=O)cc(N)n23)cc1	-15%	-8%	-5	10%	10%	-10%	-3	18%

Continuation:
SMILES	TDP43 rescue	EPAC2 antag	DRD3 antagonist	Abeta yeast res	EPAC2 ag	aSyn yeast inh	DRD3 agonist	FUS yeast rescue
NC(=O)c1ccc(Oc2ccc(Cl)c3ccccc23)c([N+](=O)[O-])c1	4%	0%	37	10%	-8%	-2%	2	-26%
O=S(=O)(NCCc1csc2nc(-c3ccc(Cl)cc3)nn12)c1ccc(Oc2ccccc2)cc1	13%	.	.	-4%	.	.	-2	1%
O=C(Cn1nnc(-c2ccc(N3CCOCC3)cc2)n1)OC1CCCCC1	14%	14%	13	-5%	-5%	-4%	13	17%
Cc1ccc(C(N)=S)c(C)c1	12%	-3%	-15	-11%	5%	-7%	-4	-31%
CN(C)S(=O)(=O)Nc1ccc2c(c1)OCO2	-10%	8%	16	24%	1%	1%	-29	-6%
CC(=O)c1c(C)[nH]c(C(=O)N2CCN(c3ccc(F)cc3)CC2)c1C	-14%	13%	12	-16%	-2%	-8%	13	31%
O=C(Cn1c(=O)n(Cc2ccc(C(=O)NCc3ccccc3Cl)cc2)c(=O)c2ccccc21)Nc1ccc(F)c(Cl)c1	0%	.	.	-2%	.	.	2	35%
CCOc1cc(C2NC(=O)c3ccccc3O2)ccc1OC(C)C (stereo unspecified)	27%	-1%	6	-4%	1%	3%	2	-13%
CC(=O)c1sc(NC(=O)C(C)Oc2ccc3c(C)cc(=O)oc3c2)nc1C (stereo unspecified)	-6%	2%	-5	-4%	15%	3%	-1	37%
O=C(NCc1ccc2c(c1)OCO2)c1cc2ccccc2oc1=O	-10%	14%	-11	4%	3%	1%	2	-18%
COc1ccc(NC(=O)CCCc2nc(-c3ccco3)no2)c(OC)c1	8%	.	.	-5%	.	.	-11	-5%
CCOc1ccc(C(C)NC(=O)c2cccs2)cc1OCC (stereo unspecified)	2%	-1%	22	9%	3%	3%	7	-3%
O=C(O)CC(NC(=O)COc1ccc(Cl)cc1Cl)C(=O)O (stereo unspecified)	8%	-3%	11	0%	5%	2%	5	11%
CS(=O)(=O)N(CC(=O)Nc1ccc(C(N)=O)cc1)C1CCCCC1	0%	1%	-25	12%	13%	-12%	-6	?
CCOc1ccc(Nc2ncnc3c2nc2n3CCCC2)cc1	?	.	.	-11%	.	.	7	-8%
CCOC(=O)C1CCCN(C(=O)c2cn(CC)c3ccc(S(=O)(=O)N4CCCC4)cc3c2=O)C1 (stereo unspecified)	2%	-2%	1	5%	12%	1%	-12	16%
CC(NC(=O)c1ccc(CS(C)(=O)=O)cc1)C1CC2CCC1C2 (stereo unspecified)	-14%	0%	-22	-7%	7%	-10%	-9	-13%
O=c1c2cc3c(cc2[nH]c(=S)n1Cc1ccco1)OCO3	5%	1%	3	18%	-3%	6%	-3	.
COC(=O)C(F)(Sc1c(C)n(C)n(-c2ccccc2)c1=O)C(F)(F)F (stereo unspecified)	-8%	-1%	-60*	15%	2%	-3%	-1	-22%
CC(NC(=O)CN(C)CC(=O)Nc1cccc(F)c1)c1ccccc1 (stereo unspecified)	11%	-3%	-10	3%	0%	-1%	4	.
Cc1cc2nc(Cl)c(Cl)nc2cc1C	10%	22%	1	-32%	3%	-4%	-1	-16%
Clc1ccc(-c2nc(Cc3ccccc3Cl)no2)cc1	7%	-11%	?	2%	15%	5%	5	-10%
CCOC(=O)[C@@H]1[C@H]2COc3cc(OC)ccc3[C@H]2N2C(=O)N(c3ccc(OC)cc3)C(=O)[C@]12C	12%	1%	3	-3%	20%	1%	1	?
CCn1ncc(/C=C/C(=O)NCc2cnn(C)c2C)c1C	-32%[inhibitor]	1%	10	-2%	0%	1%	-10	4%
Cc1ccc(Cl)cc1NC(=O)c1cc(-c2ccc3c(c2)OCCO3)on1	13%	.	.	-6%	.	.	5	-2%
NC(=O)N/N=C/c1coc2ccc(O)cc2c1=O	-2%	-8%	-2	-1%	6%	-7%	0	-3%
CC(C)[C@@H]1C=C(C(=O)O)O[C@H](OCCCCO)C1	-4%	4%	-14	-15%	9%	-7%	3	-9%
Cc1nnc(NC(=O)CCSc2ccc(Cl)cc2)s1	22%	-2%	19	-3%	7%	6%	-3	-23%

Assay outcomes deposited in PubChem BioAssay by National Center for Advancing Translational Sciences (NCATS).
